Screens (PubChem BioAssay)
GalR3 antagonist – GalR3 antagonists in HEK293 cells, primary screen, cell-based, fluorescence readout; HEK293 GalR3-CNG cAMP membrane potential fluorescence; galR3 body fused to GalR1 C-terminus; 0.44% of 360,000 active; inhibition, % at 3 µM; Galanin receptor type 3 (Homo sapiens), O60755;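 active = inhibition above the screen-wide average plus 3 SD, cut at about 13% in these data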;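 note: forskolin and galanin both at EC90 stimulate the cells; cAMP rise reported by CNG channel membrane potential dye signal; 0% = forskolin plus galanin with DMSO and 100% = forskolin alone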
Target sequence (O60755 1-299 limits assumed): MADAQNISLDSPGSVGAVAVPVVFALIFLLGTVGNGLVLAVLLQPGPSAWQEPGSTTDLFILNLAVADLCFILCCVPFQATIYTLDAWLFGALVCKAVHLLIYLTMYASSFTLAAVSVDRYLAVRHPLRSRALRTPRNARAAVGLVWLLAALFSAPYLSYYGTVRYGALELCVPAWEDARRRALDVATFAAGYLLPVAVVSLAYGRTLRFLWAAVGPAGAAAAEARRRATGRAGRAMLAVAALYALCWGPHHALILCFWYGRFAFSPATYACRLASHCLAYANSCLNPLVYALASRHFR
* hit, by the source's call. An excerpt; the hit share may differ from the screen's.

GalR3 antagonist	SMILES
-1	c1cc(-c2ccc3nncn3c2)ccc1CN1CCOCC1
-6	CCCCCCCCCC(=O)N[C@@H]1c2cc(OC)c(OC)cc2C[C@H]1O
3	CCN(c1ccccc1)S(=O)(=O)c1ccc(OCC(F)(F)F)c(NC(=O)c2ccc(=O)[nH]c2)c1
-7	CNc1cncc(-c2ccc(F)c(F)c2)n1
-6	Cc1ccc(-c2nc3ccc(Br)cn3c2Cc2cccc(Cl)c2)cc1
-6	CC(C)(C)n1nnnc1C(c1ccccc1)N1CCN(C(=O)c2ccco2)CC1 (stereo unspecified)
-5	CCc1nc(NCC2CC2)c2nnn(Cc3ccccc3)c2n1
-5	O=S(=O)(NC1CCN(Cc2ccccc2)CC1)c1ccc(F)c(F)c1
-7	O=C(O)c1ccccc1NS(=O)(=O)c1ccc(N/N=C/c2cccc(O)c2O)c([N+](=O)[O-])c1
-8	CC1CCc2c(ccc3ccccc23)C1=O (stereo unspecified)
-6	Cc1ccc(NC(=O)CSC(C)C(=O)OCc2cc(=O)oc3cc(O)ccc23)cc1 (stereo unspecified)
-4	CC(=O)Nc1cc(-c2cccnc2)cn2c(-c3cccc(C(F)(F)F)c3)cnc12
-4	CC(C)C[C@H]1CN(CCCC[C@H]2CNC(=O)C(=O)N2CC2CCCCC2)C(=O)C(=O)N1CCC1CCCCC1
-5	CC(=O)Nc1cccc(NC(=O)c2cccc(Cl)c2)c1
-5	CC(=O)Nc1cccc(-c2ccnc3c2CC(C(=O)NCCC(F)(F)F)O3)c1 (stereo unspecified)
-8	CC(=O)OC(=C(OC(C)=O)c1ccccc1)c1ccccc1
-6	Cc1ccc(S(=O)(=O)NCCCCCCNS(=O)(=O)c2ccc(C)cc2)cc1
-3	CC1(C(=O)NCc2ccccc2)CSCC(=O)N1CCc1c[nH]c2ccccc12 (stereo unspecified)
-1	CCOC(=O)C1=CCN(S(=O)(=O)c2ccccc2Cl)C1c1ccc(C)cc1 (stereo unspecified)
-5	C[C@@H]1CN([C@H](C)CO)C(=O)CCCn2cc(nn2)CO[C@H]1CN(C)S(=O)(=O)c1ccc(Oc2ccccc2)nc1
-8	CN(CCOc1ccc(Cl)cc1)C(=O)c1cccc(S(=O)(=O)N2CCN(c3ccccc3)CC2)c1
5	Cc1cc(C(=O)N/N=C2\CCCC(=O)C2)c(C)o1
-6	CN1CCN(c2ccc(CNC(=O)C3(C)Cc4c(-c5ccc6c(c5)OCO6)ccnc4O3)cc2)CC1 (stereo unspecified)
-5	CN(C(=O)c1ccc(NC(=O)Cc2ccc(NC(=O)C3CCN(C(=O)C4CCC4)CC3)cc2)cc1)C1CCCC1
-6	CC(C)(C)OC(=O)N1CCc2onc(-c3ccc(Br)cc3)c2C1=O
-3	O=c1[nH]c(=S)n2c(c1-c1ccccc1)OC(CBr)C2 (stereo unspecified)
-6	COc1ccc2[nH]c3c(c2c1)CCN1C(=O)C(CC(=O)NC/C=C(\C)CCC=C(C)C)C[C@H](C(=O)N2CCOCC2)[C@@]31CCC1CCCC1 (stereo partly specified)
-5	Fc1cccc(Cc2c(-c3cccc(Br)c3)nc3ccc(Br)cn23)c1
-4	CC(C)Cn1cnc2c(SCc3ccccc3)nc(N)nc21
-1	COc1cccc(C(NC(C)=O)c2nc(-c3ccc(N(C)C)cc3)cs2)c1 (stereo unspecified)
-6	CCOC(=O)[C@]12CCC=C1N(Cc1ccccc1)C(=O)[C@H](CC(=O)NCCc1ccccc1OC)C2
-8	COc1ccc(C(N)c2csc(NC(=O)Nc3ccccc3C(C)(C)C)n2)cc1 (stereo unspecified)
-7	O=C1OCCN1N=Cc1ccco1
-3	COc1ccc2c3c(ccc2c1)C(=O)/C(=C/O)CC3
-7	CN(C)C(=O)CCc1ccc2c3c([nH]c2c1)[C@]1(C)[C@@H](C(=O)N2CCCCC2)C[C@H](CC(=O)NCCC2=CCCCC2)C(=O)N1CC3
-2	CCC[C@H]1CN(c2ccccc2)C(=O)[C@@H]1CC(=O)Nc1ccc(OC)cc1
-5	CN(C(=O)c1cccc(NC(=O)Cc2ccc(NC(=O)C3CCCN(C(=O)C4CCCC4)C3)cc2)c1)C1CC1 (stereo unspecified)
-6	CC(C)c1ccc(C(=O)N2CCOCC2c2cc(C(=O)Nc3ccccc3)no2)cc1 (stereo unspecified)
-5	O=C(CN1C(=O)NC2(CCCC2)C1=O)N1CCCSC1=Nc1ccccc1
-3	COc1cccc(NC(=O)CN(C)C(=O)c2cccc(NS(=O)(=O)c3ccc(Br)cc3)c2)c1

Structural class, the compounds so far containing fluorine
GalR3 antagonist	SMILES
3	CCN(c1ccccc1)S(=O)(=O)c1ccc(OCC(F)(F)F)c(NC(=O)c2ccc(=O)[nH]c2)c1
-7	CNc1cncc(-c2ccc(F)c(F)c2)n1
-5	O=S(=O)(NC1CCN(Cc2ccccc2)CC1)c1ccc(F)c(F)c1
-4	CC(=O)Nc1cc(-c2cccnc2)cn2c(-c3cccc(C(F)(F)F)c3)cnc12
-5	CC(=O)Nc1cccc(-c2ccnc3c2CC(C(=O)NCCC(F)(F)F)O3)c1 (stereo unspecified)
-5	Fc1cccc(Cc2c(-c3cccc(Br)c3)nc3ccc(Br)cn23)c1

The main list resumes with the 4 entries that preceded the break.
GalR3 antagonist	SMILES
-5	CN(C(=O)c1cccc(NC(=O)Cc2ccc(NC(=O)C3CCCN(C(=O)C4CCCC4)C3)cc2)c1)C1CC1 (stereo unspecified)
-6	CC(C)c1ccc(C(=O)N2CCOCC2c2cc(C(=O)Nc3ccccc3)no2)cc1 (stereo unspecified)
-5	O=C(CN1C(=O)NC2(CCCC2)C1=O)N1CCCSC1=Nc1ccccc1
-3	COc1cccc(NC(=O)CN(C)C(=O)c2cccc(NS(=O)(=O)c3ccc(Br)cc3)c2)c1
-1	COc1cc2c(cc1OC)C1c3ccc(OC)c(OC)c3OCC1(O)C2 (stereo unspecified)
-5	C[C@H](CO)N1C[C@H](C)[C@H](CN(C)S(C)(=O)=O)OCc2cnnn2CCCC1=O
-5	CCc1ccc([C@@H]2C[C@H]3[C@@H](CN2S(=O)(=O)c2ccc(C)cc2)C(=O)C[C@@H](c2ccccc2F)N3S(=O)(=O)c2ccc(C)cc2)cc1
-5	NC(=O)c1ccc(NCCc2ccco2)cc1
-7	O=C(COC(=O)c1cccc(Br)c1)Nc1cccc(S(=O)(=O)N2CCCCC2)c1
-1	NC(=O)N/C=C1\CCCOC1=O
-6	COc1ccc(N(CC(=O)NCc2cccs2)S(=O)(=O)c2ccc(C(C)=O)cc2)cc1
-2	CC1CCCCN1C(=O)COC(=O)c1cc(Cl)c2c(c1)OCO2 (stereo unspecified)
-5	COc1ccc(S(=O)(=O)N(C)C[C@H]2Oc3ccc(NS(=O)(=O)c4cccs4)cc3C(=O)N([C@H](C)CO)C[C@@H]2C)cc1
-2	Cc1ccc(OC(C)C(=O)Nc2cccc(S(=O)(=O)N3CCCCCC3)c2)cc1 (stereo unspecified)
-4	COCCN1Cc2cc(C(=O)OC)c3c(c2C1=O)c1cc(F)ccc1n3S(=O)(=O)c1cccc(C)c1
2	O=C(NCCc1ccccc1)Nc1nnc([C@@H]2C[C@H](O)[C@@H](CO)O2)s1
-4	O=C1c2ccccc2C(c2nnnn2C2CCCCC2)N1CCc1ccc(O)cc1 (stereo unspecified)
-2	O=C(COC(=O)C1CC1)NCCc1ccc(Cl)cc1
0	COc1ccc(OC2(C)CCN(Cc3ccccc3OC(F)F)C2)cc1 (stereo unspecified)
-8	COc1ccc(OCCN2CCC(C(=O)NC(c3ccc(F)cc3)c3ncccc3C)CC2)cc1 (stereo unspecified)
-6	CC(C)[C@H](CO)NC(=O)[C@H]1O[C@@H](n2ccc(=O)[nH]c2=O)[C@H](O)[C@@H]1O
-6	COc1cc(Nc2cc(C)n(-c3cc(OC)cc(OC)c3)c(=O)c2)cc(OC)c1
-3	COc1cc(CNC[C@H]2O[C@@H](n3ccc(N)nc3=O)[C@H](O)[C@@H]2O)ccc1OCc1ccc(C)cc1
-3	Cc1cccc(NNC(=S)Nc2ccccc2)c1
-5	Cc1ccc2nc3n(c(=O)c2c1)-c1ncccc1C(=O)NC3Cc1ccccc1 (stereo unspecified)
3	CCS(=O)(=O)N1Cc2cc(C(=O)N(C)C)nc(-c3cccc(-c4ccc(F)cc4)c3)c2[C@H]1CCO
-5	Cc1cc2c(cc1C)-n1nnnc1C(N1CCCNCC1)C(=O)N2 (stereo unspecified)
-1	O=C(OCC(=O)N1CCOCC1)c1cncc(Br)c1
-5	CC1(C(=O)NCc2ccc(C(F)(F)F)cc2)CCN1Cc1cc2ccccc2o1 (stereo unspecified)
-4	COC(=O)[C@@]1(Cc2ccc(OC)cc2)[C@H]2c3cc(C(=O)N4CCCC4)n(Cc4ccc(S(C)(=O)=O)cc4)c3C[C@H]2CN1C(=O)c1ccccc1
-2	Cc1cccc(C)c1Cn1c(C)c(C(=O)NCc2ccc(C#N)cc2)sc1=O
-7	O=S(=O)(Nc1ccccc1)C1CCCCC1
-3	NC(=S)NN=Cc1nccc2c(C(F)(F)F)cccc12
-3	CCCCc1ccc(NC(=O)CN2C(=O)NC(Cc3ccccc3)C2=O)cc1 (stereo unspecified)
-2	CC(C)C(=O)Nc1ccc(C=C2C=Cc3ccccc32)cc1
-7	CCCN(C(=O)c1cc(S(=O)(=O)N2CCN(CC)CC2)ccc1Cl)C1CCS(=O)(=O)C1 (stereo unspecified)
-6	CC1(C(=O)NCc2cccc(Cl)c2)Cc2c(-c3ccc4c(c3)OCO4)ccnc2O1 (stereo unspecified)
-7	O=C(NCC(c1cccs1)N1CCOCC1)c1cc(F)cc(F)c1 (stereo unspecified)
5	Cc1ccc(S(=O)(=O)NN(Cc2ccccc2)Cc2ccccc2)cc1
-4	COc1cc2c(cc1OC)C(=Cc1ccc(N(C)C)cc1)C=C2
-8	COCc1cc(N2CCNC[C@@H]2C)ccc1N1CCS(=O)(=O)CC1
-1	CN[C@H]1C[C@@H](c2ccccc2)N(C(C)=O)C[C@H]1CO
-4	CC1(C(=O)NS(=O)(=O)C2CC2)CCCN(C(=O)c2ccc(F)c(Cl)c2)C1 (stereo unspecified)
-1	Cn1cnc2nc[nH]c2c1=O
-3	COc1ccc2c(c1)CSC(c1ccccc1)C2=O (stereo unspecified)
-2	CC(C)(C)OC(=O)N1CCC(NC(=O)c2[nH]cnc2C(=O)Nc2ccc(Br)cc2F)CC1
-5	CCCCCC(=O)OCc1ccc(C2=CC(=O)CC(C)(C)C2=O)cc1
-6	CCCCC(O)C1=C[N+](=O)CC=C1 (stereo unspecified)
-3	Cc1nc(N)nc(Cl)c1CCC1OCCO1
-4	COc1ccc(NC(=O)N(C)C[C@@H]2OCc3cnnn3CCCC(=O)N([C@H](C)CO)C[C@H]2C)cc1
-5	O=C(CC1SCCNC1=O)NCc1ccccc1 (stereo unspecified)
-3	Cn1nc(C(=O)NCCc2ccc3c(c2)OCCO3)c2ccccc2c1=O

Ordered by the number under GalR3 antagonist (ascending): 4 from the list above
GalR3 antagonist	SMILES
-6	CCCCC(O)C1=C[N+](=O)CC=C1 (stereo unspecified)
-5	O=C(CC1SCCNC1=O)NCc1ccccc1 (stereo unspecified)
-4	COc1ccc(NC(=O)N(C)C[C@@H]2OCc3cnnn3CCCC(=O)N([C@H](C)CO)C[C@H]2C)cc1
-3	Cc1nc(N)nc(Cl)c1CCC1OCCO1

Further results follow:
GalR3 antagonist	SMILES
-8	COc1ccc(C(C(=O)NCc2ccccc2)n2c(=O)c(-c3ccco3)nc3ccccc32)cc1 (stereo unspecified)
9	C[C@@H]1CCCCO[C@H](CN(C)C(=O)Nc2ccc3c(c2)OCO3)[C@@H](C)CN([C@H](C)CO)C(=O)c2cc(NS(=O)(=O)c3ccc(F)cc3)ccc2O1
6	O=C1CSC(=S)N1N=Cc1cccc2ccccc12
-5	CC1(C(=O)NS(=O)(=O)c2cccc(C#N)c2)CCN1C(=O)Cc1cc(F)ccc1F (stereo unspecified)
-1	O=C(NCCc1ccc2c(c1)OCO2)Oc1ccccc1
-4	O=C(O)C1C=CCC(C(=O)O)C1 (stereo unspecified)
-1	C#CCN(C[C@@H]1[C@@H](OC(=O)NC2CC2)[C@@H](OC(=O)NC2CC2)Cn2c(=O)n(CCCCCC)c(=O)n21)S(=O)(=O)c1ccc(C)cc1
-8	CCc1nc2c(OCCC3CCCCC3)cccn2c1N(C)C(=O)c1ccc(OC)cc1
2	CC1(C(=O)Nc2cccc3cccnc23)CCN1C(=O)Cc1ccc(Cl)cc1Cl (stereo unspecified)
-5	CCOC(=O)N1CCC(=NNC(N)=O)C1
6	CC(=O)Nc1ccc(-c2ccnc3c2CC(C)(C(=O)Nc2cccc(Oc4ccccc4)c2)O3)cc1 (stereo unspecified)
-7	COc1ccc(C(=O)NCCNc2nc3cc(C)cc(C)c3cc2C#N)nc1
-3	O=C(CNC(=O)c1ccccc1)OC(C(=O)O)c1ccc(F)cc1 (stereo unspecified)
1	CC12CCC(=O)N1C(C(=O)Nc1nccs1)CS2 (stereo unspecified)
-2	O=C1NC[C@@H](CCCCN2C[C@H](Cc3ccc(O)cc3)N(CCc3ccc(O)cc3)C(=O)C2=O)N(CCc2ccccc2)C1=O
-8	COc1cccc(OCC(=O)NCCS(=O)(=O)N2CCN(c3ccccc3)CC2)c1
-7	C=CCOC(=O)COc1ccc2c3c(c(=O)oc2c1)CCCC3
4	COc1ccc(NC(=O)C2(C)Cc3c(-c4cccc(NC(C)=O)c4)ccnc3O2)cc1 (stereo unspecified)
-5	CCCCNC(=O)c1nc(C2CCN(S(=O)(=O)c3ccc(S(C)(=O)=O)cc3)CC2)oc1-c1ccccc1
-7	CCc1nc2c(OCc3ccc(F)cc3)cccn2c1N(C)C(=O)c1ccc(C)cc1
-5	COc1ccc(CN2C(=O)C(CC(=O)NCc3ccco3)CC(C(=O)N(C)C)=C2C)cc1 (stereo unspecified)
2	CC(=O)Nc1cc(-c2cccc(C(=O)NCCN(C)C)c2)cn2c(-c3ccc(C(C)=O)cc3)cnc12
-3	CC(=O)NCCNC(=O)C1Cc2c(-c3ccc(Cl)cc3)ccnc2O1 (stereo unspecified)
-4	CCc1c(-c2ccccc2Br)ncn1CCc1ccccc1OC
